Screens from PubChem.
RTF Ca sens inh: cardiac RTF calcium desensitization | AID 493244 | IANBD-labeled cardiac RTF, Ca2+ fluorescence | P19429+P45379 | hit rate 0.12% among 340,000 | inhibition, % at 7.15 µM;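 active means inhibition above the mean inhibition of all tested compounds plus 3 SD, cut at about 17% in these data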;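 further: assay run at fixed EC70 calcium of 1.6 mM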
Keap1-Nrf2 PPI: Keap1-Nrf2 (human) interaction inhibition; Q14145; Keap1 Kelch-Nrf2 peptide fluorescence polarization, 1536-well; inhibition, % at 9.4 µM; hit rate 0.15% among 340,000; in the data active means inhibition above about 12%;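 further: human Keap1 Kelch domain with fluorescein labeled Nrf2 9mer peptide probe; 0% = neutral control wells and 100% = peptide positive control; higher means more block of Keap1 binding to Nrf2 peptide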
Target sequence (Q14145 whole entry, looked up, the tested form may be a part): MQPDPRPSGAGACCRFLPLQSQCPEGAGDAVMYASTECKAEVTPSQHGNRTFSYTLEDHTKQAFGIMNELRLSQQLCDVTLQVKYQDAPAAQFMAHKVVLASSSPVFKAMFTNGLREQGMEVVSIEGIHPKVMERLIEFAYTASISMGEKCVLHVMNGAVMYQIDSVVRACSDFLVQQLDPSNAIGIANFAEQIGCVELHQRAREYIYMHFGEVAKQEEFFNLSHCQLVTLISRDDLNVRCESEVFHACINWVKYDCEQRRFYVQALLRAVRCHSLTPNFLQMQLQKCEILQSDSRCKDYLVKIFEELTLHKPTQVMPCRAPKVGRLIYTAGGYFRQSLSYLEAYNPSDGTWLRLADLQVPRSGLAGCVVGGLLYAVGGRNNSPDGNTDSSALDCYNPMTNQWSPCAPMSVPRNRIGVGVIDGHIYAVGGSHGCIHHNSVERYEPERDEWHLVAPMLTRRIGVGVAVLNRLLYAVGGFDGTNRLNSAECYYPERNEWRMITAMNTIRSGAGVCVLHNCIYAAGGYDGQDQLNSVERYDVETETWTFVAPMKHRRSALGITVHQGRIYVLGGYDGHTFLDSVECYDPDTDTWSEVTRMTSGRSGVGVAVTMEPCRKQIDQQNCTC
PKA-R2B activ: activates the human PKA-R2B holoenzyme complex | PKA-R2B holoenzyme dissociation, Cy5-IP20 fluorescence polarization; R2B truncated from residue 108, S112A mutant; 0% DMSO only, 100% 113 µM cGMP | hit rate 0.079% among 340,000 | activation, % at 11.4 µM;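 active means activation above a cutoff set at the mean over all compounds plus 3 SD, cut at about 18% in these data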;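 further: higher means more holoenzyme dissociation and a rise in polarization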
LANA DNA inh: inhibitors of KSHV LANA C-terminal domain DNA binding; MBP-C-LANA/FAM-LBS DNA binding, fluorescence polarization; hit rate 0.078% among 340,000; AID 504423; inhibition, % at 9 µM;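 active means highest replicate inhibition at or above 60% at 9 µM, even if other replicates fall short; inactive means all replicates below 60% inhibition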;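 further: 0% = neutral control wells and 100% = 4 µM acridine orange control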
CAL PDZ FP-1: inhibitors of human CAL PDZ peptide binding | Q9HD26 | purified CAL PDZ, TMR-peptide fluorescence polarization, 1 h | inhibition, % at 20 µM | hit rate 0.02% among 330,000 | AID 504414;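 active means highest replicate inhibition of at least 40%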;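 further: plate controls were DMSO neutral control wells for no effect and unlabeled competitor peptide control wells for full effect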
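System: tagged CAL PDZ domain. Schedule: 1 h room-temperature incubation prior to read. Signal: fluorescence polarization (mP). Measure: percent inhibition from loss of millipolarization.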
RTF Ca sens act: increases calcium sensitivity of human cardiac regulated thin filaments; P19429+P45379; IANBD-labeled TnC RTF fluorescence at EC20 calcium; 0% EC20 calcium, 100% full calcium; activation, % at 7.2 µM; hit rate 0.24% among 340,000; AID 493008;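 active means activation above the mean over all tested compounds plus 3 SD, cut at about 30% in these data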;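 further: rise in fluorescence read as greater calcium sensitivity of cardiac thin filaments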
SR-BI uptake up: SR-BI HDL lipid transfer activation. CHO ldlA[mSR-BI] cells, DiI-HDL uptake fluorescence, 3 h; 100 = double the neutral-control signal. activation, % at 12.5 µM. hit rate 0.096% among 320,000. AID 504775;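 active means mean replicate activation of at least 60% and every replicate at or above 60%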;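 further: 0% = median plate neutral-control signal and 100% = twice that signal; values of inactives mirror those of a sister screen read the other way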
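Test system: SR-BI-overexpressing, LDLR-lacking CHO cells; Medium: Ham's F12 with 0.5% BSA, HEPES 25 mM, pH 7.4; Schedule: 3 h, 37 °C; Technique: bottom-read fluorescence, 550/595 nm.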
Rtt109 HAT inh: C. albicans Rtt109 histone acetyltransferase inhibition; hit rate 0.16% among 330,000; Q5AAJ8; inhibition, % at 34.9 µM; purified Rtt109/Vps75, ThioGlo CoA-SH fluorescence, 4 h;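 active means inhibition of at least 50% in every replicate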
Target sequence (Q5AAJ8 whole entry, looked up): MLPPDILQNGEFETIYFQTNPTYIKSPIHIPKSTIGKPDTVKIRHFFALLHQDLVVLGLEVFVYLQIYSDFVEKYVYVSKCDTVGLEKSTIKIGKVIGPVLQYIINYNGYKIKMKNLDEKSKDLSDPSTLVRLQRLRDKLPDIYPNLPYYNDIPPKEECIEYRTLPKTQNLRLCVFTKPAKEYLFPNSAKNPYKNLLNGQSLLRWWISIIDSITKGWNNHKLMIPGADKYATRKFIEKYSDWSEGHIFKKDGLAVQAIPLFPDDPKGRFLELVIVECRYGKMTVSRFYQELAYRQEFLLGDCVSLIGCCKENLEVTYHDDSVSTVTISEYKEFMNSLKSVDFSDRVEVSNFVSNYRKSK
CAL PDZ FP-2: inhibitors of human CAL PDZ peptide binding; purified CAL PDZ, TMR-peptide fluorescence polarization, 1 h; inhibition, % at 24.9 µM; Q9HD26; hit rate 0.92% among 300,000; AID 602252;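 active means mean inhibition of at least 30% with at least half of replicates also reaching 30%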;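 further: 0% = DMSO neutral control and 100% = excess unlabeled competitor peptide PRC23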
DAGLB inhibitor: blocks human DAGLB lipase activity; HEK293T DAGLB membrane lysate, EnzChek fluorogenic substrate; hit rate 0.059% among 340,000; inhibition, % at 5.17 µM; AID 504411; in the data active means inhibition above about 34%;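 further: 0% = enzyme with vehicle and 100% = wells lacking enzyme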
Starred values were filed as active, the others as inactive; . = no result given.

Values run as follows: RTF Ca sens inh	Keap1-Nrf2 PPI	PKA-R2B activ	LANA DNA inh	CAL PDZ FP-1	RTF Ca sens act	SR-BI uptake up	Rtt109 HAT inh	CAL PDZ FP-2	DAGLB inhibitor
CCN(C(=O)Cn1nc(C(=O)O)c2ccccc2c1=O)C1CCCCC1
    -1	-6	0	-0.4	.	0	-3	-6	-1	2
O=C(NCc1ccco1)c1ccc(Cl)c(S(=O)(=O)N2CCc3ccccc32)c1
    9	0	-6	-0.5	-2.6	-2	-15	2	-4	-2
CCc1nc(Nc2ccc3c(c2)OCO3)c2oc3ccccc3c2n1
    4	5	7	-0.4	2.0	0	-40	0	2	2
Cn1nccc1C(=O)Oc1cccc(/C=N/NC(=O)c2ccccc2O)c1
    6	-2	-7	0.5	-3.6	-1	-21	21	-2	-1
N=c1c2c3c(sc2ncn1CCN1CCOCC1)CCCCC3
    -5	7	4	-0.1	0.0	2	-1	0	-4	0
Cc1ccc(-n2ncc3c(=O)n(CC(=O)NC4CCCC4)cnc32)cc1C
    0	-5	12	-2.0	0.0	1	1	-12	-4	0
CCC(C)(C)n1nnnc1C(c1cc2ccc(OC)cc2[nH]c1=O)N1CCc2ccccc21 (stereo not given)
    1	-6	-8	1.4	-3.0	7	2	34	-4	1
N#Cc1cc([N+](=O)[O-])ccc1Oc1cccc(/C=N/NC(=O)c2cccc(Cl)c2)c1
    -22	2	1	1.8	0.6	-3	-46	-1	-4	1
CCC(CO)Oc1cc(NCc2ccc(OC)cc2)c2ncn(C(C)C)c2c1 (stereo not given)
    -7	-4	-4	-3.0	1.6	-1	-48	-3	-2	1
CC(C)NC(=O)CSc1ccccc1C(=O)NCc1ccc2c(c1)OCO2
    -3	-1	10	0.8	-1.5	1	15	6	7	0
CCOc1ccc(Nc2nc(Cl)nc(N3CCN(c4ccc(OC)cc4)CC3)n2)cc1
    1	3	-2	-1.5	-1.5	4	-74	-8	-1	-9
Cc1cccc(OCCNc2ccc(C(F)(F)F)cc2[N+](=O)[O-])c1
    0	-3	-1	1.0	-1.8	16	-12	-6	-3	-1
CC(=O)Nc1cccc(NC(=O)/C=C/c2ccc(S(=O)(=O)N3CCOCC3)cc2)c1
    6	0	0	-1.1	-0.6	-10	-57	11	.	-2
O=c1cc(-c2ccc(O)c(O)c2)oc2ccc3ccccc3c12
    0	-3	-8	0.9	0.7	-10	-34	4	.	13
Cc1cccnc1Nc1nc(-c2ccc(O)cc2)cs1
    -3	4	-7	-1.1	-1.7	-19	6	6	-2	2
Cc1cc(NC(=O)c2noc3c2CCCC3)nn1Cc1ccc(Cl)cc1
    -4	3	0	0.3	-2.7	-6	-7	4	.	2
COc1ccc(C2C(C(=O)N3CCN(c4ccccn4)CC3)CCC(=O)N2c2cc(OC)c(OC)c(OC)c2)cc1 (stereo not given)
    -11	3	-3	-1.0	-2.6	2	.	-2	-4	3
CN(CC(=O)NCC(=O)Nc1ccc(F)cc1)CC(=O)Nc1ccc(Cl)c(C(F)(F)F)c1
    -8	-3	-16	-0.4	-0.6	1	-4	-7	47*	0
COc1cc(C2C(C#N)=C(SC)NC3=C2C(=O)CCC3)ccc1O (stereo not given)
    -5	2	-1	-1.6	-1.1	6	27	-6	89*	-1
O=C(/C=C/c1c(Cl)cccc1Cl)Nc1ccncc1
    -4	6	2	-0.6	-4.1	2	-28	-2	-3	-1

Fetched one by one from the entries so far (2):
Values run as follows: RTF Ca sens inh	Keap1-Nrf2 PPI	PKA-R2B activ	LANA DNA inh	CAL PDZ FP-1	RTF Ca sens act	SR-BI uptake up	Rtt109 HAT inh	CAL PDZ FP-2	DAGLB inhibitor
COc1ccc(C2C(C(=O)N3CCN(c4ccccn4)CC3)CCC(=O)N2c2cc(OC)c(OC)c(OC)c2)cc1 (stereo not given)
    -11	3	-3	-1.0	-2.6	2	.	-2	-4	3
COc1cc(C2C(C#N)=C(SC)NC3=C2C(=O)CCC3)ccc1O (stereo not given)
    -5	2	-1	-1.6	-1.1	6	27	-6	89*	-1

(next part)
Values run as follows: RTF Ca sens inh	Keap1-Nrf2 PPI	PKA-R2B activ	LANA DNA inh	CAL PDZ FP-1	RTF Ca sens act	SR-BI uptake up	Rtt109 HAT inh	CAL PDZ FP-2	DAGLB inhibitor
CN1C=CC(=O)[C@@H](O)[C@H]1c1ccccc1Br
    0	3	6	0.8	-0.1	-3	-10	0	1	-1
CC(=O)Oc1ccc(C2=NN(c3ccccc3)C(c3ccccc3)C2)cc1 (stereo not given)
    -10	-1	-9	-3.2	-0.5	-1	-7	0	-4	-3
N/C(CC(=O)Nc1cccc(C(F)(F)F)c1)=N/O
    1	-2	-3	1.1	.	13	89*	-19	11	-1
COc1ccccc1C(=O)Nc1ccnn1C1CCN(Cc2cnn(C)c2C)CC1
    2	1	0	-0.7	-1.6	1	12	-3	-4	-1
CCc1nc(SCC(=O)c2cccs2)c2oc3ccccc3c2n1
    -4	1	1	-0.5	-1.5	-5	-31	1	-1	-15
Cc1cc(NC(=O)CSc2nnc(C)o2)no1
    -9	-3	-17	-2.9	-1.3	-4	-1	-7	-5	-2
CC(=O)N1CCN(c2ccc(NC(=S)NC(=O)c3ccc(C)c([N+](=O)[O-])c3)cc2)CC1
    -3	0	0	2.6	1.0	5	.	1	-2	0
CC1(C(=O)Nc2cccc(-n3cnnn3)c2)Cc2ccccc2C(=O)O1 (stereo not given)
    -2	-6	-9	-1.0	-2.0	-7	8	-2	-35	-4
Cc1ccc(NC(=O)CCS(=O)(=O)c2ccc(Br)s2)cc1
    0	-4	-6	-0.7	-2.5	1	.	-2	-3	-4
O=C(O)C1=C(OCc2ccc(F)c(F)c2)C(=O)NCC1
    .	-7	.	1.5	-0.3	.	9	-4	1	.
O=C(Nc1ccc(F)cc1)c1ccc2snnc2c1
    -4	0	-3	1.0	-3.0	0	-30	8	-1	0
CCOC(=O)c1c(NC(=O)c2c(C(=O)O)cccc2[N+](=O)[O-])sc(C)c1C
    2	-1	-3	0.0	0.5	-2	8	9	3	-1
CC(=O)Nc1ccc(NC(=O)CCCc2ccccc2)cc1
    -6	1	-2	-0.8	0.6	-2	7	-8	.	-1
CCOC(=O)CSc1n[nH]c(NC(=O)NC(C)C)n1
    -6	0	11	1.9	-2.6	-2	13	-3	0	-2
COc1ccc(-c2n[nH]c(=S)n2/N=C/C=C\c2ccccc2OC)cc1
    5	2	-7	-0.2	1.0	9	-21	-3	2	-1
O=S(=O)(Nc1ccc(N=Nc2ccc(O)c3ccccc23)cc1)c1ccccc1
    -3	0	3	-3.5	-2.2	9	-65	-7	-2	31
CC(C)Cc1nc(N2CCN(C(=O)c3ccco3)CC2)c(C#N)c2c1CCC2
    -13	-4	6	0.1	-0.1	0	3	0	-12	-4
O=C(Nc1nccc(-c2cccs2)n1)c1ccccc1Cl
    0	5	-8	0.3	-0.5	3	-15	-15	-7	-1
COc1ccc(CN(C)CC(=O)Nc2ccccc2C(F)(F)F)c(OC)c1
    -10	-5	-5	-0.4	-0.7	3	19	2	-2	-7
CCN1CCN(c2nc(Nc3cc(OC)ccc3OC)nc(Nc3cc(OC)ccc3OC)n2)CC1
    1	-6	-11	-0.5	0.6	4	.	10	.	-4
CC(=O)NCCNC(=O)c1cccc(NS(=O)(=O)c2ccc3c(c2)OCCO3)c1
    -11	-4	-7	-0.7	-1.5	-4	12	-10	-2	2
COCCN(Cc1cc2cc(C)ccc2nc1Cl)C(=O)Nc1ccccc1C
    1	-3	10	0.9	-1.4	12	-6	-6	-7	0
O=C(NC1CCCCC1)c1ccc(OC2CCN(Cc3ccccn3)CC2)cc1
    0	1	-2	3.4	0.1	-3	13	10	-5	-2
CCc1nc2nc(C)c(NS(=O)(=O)c3ccc(Br)s3)c(=O)n2[nH]1
    10	-3	-1	0.0	-1.7	-1	.	5	-6	-1
COc1ccc2[nH]cc(CCNC(=O)Cc3ccc(F)cc3)c2c1
    -14	-2	-4	-1.0	-4.0	-1	-14	-4	79*	-4
CCCCCCCCNC(=O)/C(C#N)=C/c1ccccc1[N+](=O)[O-]
    -8	0	-9	-0.6	-0.2	11	-21	3	1	-2
CCCSc1nnc(N2C(=O)C(O)=C(C(=O)c3ccco3)C2c2ccccc2F)s1 (stereo not given)
    -21	1	1	4.1	-5.8	5	19	5	-10	7
CCOc1cccc(C=NNc2ccc(S(=O)(=O)Nc3ccccc3C(=O)O)cc2[N+](=O)[O-])c1O
    1	-4	0	3.8	0.0	3	19	-3	-3	18
CS(=O)(=O)N(Cc1ccc(Cl)cc1)c1ccc(C(=O)NCCSCc2ccco2)cc1
    3	0	-7	0.9	-1.7	-3	-3	.	-3	2
Cc1cc(C(=O)Nc2ccc(Cl)c(S(=O)(=O)N3CCOCC3)c2)c2ccccc2n1
    -3	-3	-3	0.6	-3.1	0	-59	10	.	0
COc1cc(/C=N/NC(=O)CN2CCOCC2)ccc1OCc1ccccc1
    -9	-1	3	1.0	-1.2	-7	21	-26	-7	1
COc1ccccc1C(=O)NNC(=O)c1ccccc1F
    -5	0	10	0.7	-2.1	3	-3	15	-1	-2
O=C(CSc1nnc(-c2ccc(O)cc2)n1Cc1ccccc1)NNC(=O)c1ccc(Br)cc1
    0	-1	2	-1.5	-2.1	-3	-32	13	-1	2
CC(C)CC(NC(=O)c1ccccc1)C(=O)OCC(=O)Nc1ccc(Br)cn1 (stereo not given)
    -2	5	7	0.4	-0.8	-2	0	-2	.	1
C=CCNC(=O)c1ccc(Cl)cc1Cl
    7	1	-8	1.4	-3.1	3	7	2	-5	0
CC(Sc1cccc[n+]1[O-])C(=O)Nc1cccc([N+](=O)[O-])c1 (stereo not given)
    -12	1	3	4.5	-0.4	1	14	13	5	1
Cc1nc(C(=O)NC(C)C)nn1-c1cc(Cl)cc(Cl)c1
    -4	-3	-3	1.1	.	-2	-18	-5	-5	1
O=C(c1cccc([N+](=O)[O-])c1)n1nc(-c2ccccc2)nc1NCc1ccccc1
    -1	0	-2	-0.4	-0.7	1	4	1	.	-2
Cn1c(SCC(=O)N2CCCCC2)nc2cccnc21
    -4	4	1	0.4	.	-3	5	8	-1	0
O=C(Nc1cccc(Cl)c1)NC1CC2CCC(C1)N2Cc1cccs1 (stereo not given)
    -9	-4	-1	0.6	-0.8	10	-9	-7	6	1
O=C(Nc1ccccc1OC(F)F)C1CCCN1C(=O)c1cccs1 (stereo not given)
    -10	0	-1	1.6	-1.5	2	21	1	-4	2
COc1ccccc1C(=O)NCCC(=O)NC1CCC(C)CC1 (stereo not given)
    1	-1	-11	-0.5	-0.1	-2	7	-8	4	-1
CCn1c(C)c(C2=CCN(S(=O)(=O)c3ccccc3)CC2)c2ccccc21
    3	-6	-7	0.5	-0.5	9	15	-6	-9	-3
O=C(CNC(=O)c1cccc(F)c1)N/N=C/c1cc(Br)ccc1OCc1ccccc1
    5	-6	5	-1.3	-3.1	-3	-46	.	-2	0
